CCT chaperon mod: changes cytosolic chaperonin activity | purified chaperonin ATPase assay, HTRF ADP detection, 30 min | activity change, % (concentration not given with the values), hits read low | actives 0.3% (n = 360,000) | AID 651819; in the data active = activity change below about -30%; note: % is set by controls: 0 for no effect and ±100 for the full control effect
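ATPase activity: ADP formed was measured by HTRF Transcreener (665/615 nm ratio) after 30 min at 37 deg C with 10 uM ATP. Compounds screened at one 76 uM concentration against 40 or 20 nM TRiC in Tris pH 7.4/KCl/MgCl2/DTT buffer.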
PI5P4K alpha inh: inhibitors of human PI5P4K alpha; PI5P4Kalpha enzyme, ADP-Glo luminescence, 60 min; active compounds read low; actives 1.2% (n = 330,000); max response, %; P48426; active = max response of -50% or lower; inconclusive = between -30% and -50%; inactive = -30% or higher; note: value at the top dose of about 77 µM; % is set by controls: 0 for no effect and ±100 for the full control effect
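Compounds were pin-transferred onto PI5P4Kalpha and substrate in HEPES pH 7.4 buffer with EGTA, CHAPS and 5% DMSO. ATP (5 microM final) started the reaction, which ran 60 minutes at room temperature before ADP-Glo detection.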
EPAC2 ag: activates human EPAC2 exchange factor; EPAC2 activation, biochemical qHTS; response scale: 100% = 6.5 mM cAMP response; Potency, µM (highest dose often 154 µM), without a hit: at the top dose activation, hits mostly activators; actives 0.079% (n = 360,000); note: potency is the fitted concentration of half-maximal effect; nearly all actives have a fitted effect of over 50% in size
Target sequence (Q8WZA2 whole entry, looked up): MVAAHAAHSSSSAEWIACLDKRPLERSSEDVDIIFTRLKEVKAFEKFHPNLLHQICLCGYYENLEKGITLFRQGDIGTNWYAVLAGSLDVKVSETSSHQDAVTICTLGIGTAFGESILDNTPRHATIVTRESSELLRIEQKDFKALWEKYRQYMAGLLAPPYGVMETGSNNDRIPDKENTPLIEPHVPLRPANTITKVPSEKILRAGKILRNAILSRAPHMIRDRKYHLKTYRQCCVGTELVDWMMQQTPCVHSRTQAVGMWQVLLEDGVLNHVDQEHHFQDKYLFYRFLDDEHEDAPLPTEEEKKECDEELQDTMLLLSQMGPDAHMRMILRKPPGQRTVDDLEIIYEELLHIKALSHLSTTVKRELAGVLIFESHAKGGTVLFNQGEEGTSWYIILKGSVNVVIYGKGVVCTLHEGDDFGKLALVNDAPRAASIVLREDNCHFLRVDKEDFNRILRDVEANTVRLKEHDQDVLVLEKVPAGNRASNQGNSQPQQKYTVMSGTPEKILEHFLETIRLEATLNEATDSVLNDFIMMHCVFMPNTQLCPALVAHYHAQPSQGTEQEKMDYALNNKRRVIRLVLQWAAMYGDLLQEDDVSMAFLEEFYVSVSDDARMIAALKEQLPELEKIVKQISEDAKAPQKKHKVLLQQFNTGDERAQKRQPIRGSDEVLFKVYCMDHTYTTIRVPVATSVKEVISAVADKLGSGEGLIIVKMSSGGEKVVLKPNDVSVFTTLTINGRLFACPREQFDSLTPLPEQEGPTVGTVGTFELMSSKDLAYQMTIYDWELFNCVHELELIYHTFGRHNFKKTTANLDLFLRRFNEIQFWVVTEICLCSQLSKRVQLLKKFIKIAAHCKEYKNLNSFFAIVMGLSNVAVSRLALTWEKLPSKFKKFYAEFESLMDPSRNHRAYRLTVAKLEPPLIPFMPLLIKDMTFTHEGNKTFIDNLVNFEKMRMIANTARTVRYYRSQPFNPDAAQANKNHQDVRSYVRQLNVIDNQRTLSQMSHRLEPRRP
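Readout is BODIPY fluorescence (480 nm excitation, 540 nm emission), which falls as labeled GDP is exchanged off Rap1B. EPAC2 at 100 nM acted on 250 nM RAP1B-BODIPY-GDP with 50 uM GDP present.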
EPAC1 agonist: agonists of human EPAC1; AID 720707; Potency, µM (top dose mostly 154 µM), for inactives: top-dose activation, actives largely listed as activators; O95398; EPAC1 agonist qHTS, biochemical assay; response scale: 100% = response to 6.5 mM cAMP; actives 0.073% (n = 360,000); note: potency is the fitted concentration of half-maximal effect; nearly all actives have a fitted effect of over 60% in size
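Nucleotide exchange assay: 100 nM EPAC1 with 250 nM Rap1B loaded with BODIPY-GDP and 50 uM GDP, room temperature. Fluorescence (480/540 nm) read every 5 min for 30 min; signal change normalized to 6.5 mM cAMP as full agonist.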
PLK1 PBD block: PLK1 (human) polo-box domain binding inhibition. P53350. Plk1 PBD binding of FITC phosphopeptide, fluorescence polarization. Potency, µM, inactives show max response, negative = inhibition, actives largely listed as inhibitors. actives 2.8% (n = 360,000). AID 720504; note: potency is the fitted concentration of half-maximal effect; series mostly up to about 57 µM; % is set by controls: 0 for no effect and ±100 for the full control effect; nearly all actives have a fitted effect of over 65% in size
WRN inhibitor: WRN helicase (human) inhibition. Q14191. WRN helicase unwinding, fluorescent forked duplex, kinetic. Potency, µM (highest dose often 114 µM), for the others: top-dose activity change, negative = inhibition, usual class: inhibitors. actives 0.46% (n = 360,000); note: potency is the fitted concentration of half-maximal effect; % is set by controls: 0 for no effect and ±100 for the full control effect; nearly all actives have a fitted effect of over 55% in size
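Kinetic red-fluorescence monitoring (525/598 nm) tracks WRN helicase activity after 100 nM fluorophore-quencher forked duplex and 2 mM ATP are added to 20 nM enzyme pretreated 15 min at room temperature with compound.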
IL-2 act: IL-2 activation; activation, % (series mostly up to about 46 µM); IL-2 activation reporter assay, cell-based qHTS; stimulated with anti-CD3/CD4/CD28 beads; in transgenic mouse T cells; actives 0.065% (n = 360,000); AID 652025; in the data active = activation above about 50%; inconclusive = mostly about 30% to 49%; note: 0% is about no effect
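First, unstimulated transgenic mouse T cells were exposed to compound for 60 min. Next, anti-CD3/anti-CD4-coated beads with anti-CD28 were added. Finally, after 18 h at 37 degrees C, EGFP and DsRed were imaged.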
EPAC1 antagonist: blocks human EPAC1 exchange factor | O95398 | EPAC1 GEF assay, Rap1b-BODIPY-GDP exchange fluorescence | Potency, µM (top dose mostly 115 µM), inactives show top-dose activity change, negative = inhibition, hits mostly inhibitors | actives 0.14% (n = 360,000);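 note: potency is the fitted concentration of half-maximal effect; plate controls were vehicle for no effect and positive control for full effect; nearly all actives have a fitted effect of over 50% in size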
* hit, by the source's call; ? = inconclusive; . = not tested or not shown; [ ] = remark or other dose. Unless noted, calls come from the whole dose curve; as a rule, active = well fitted curve in the direction sought with a large enough effect; inconclusive = small, poorly fitted or top-dose-only effect, or another doubt; inactive = no such curve, though single readings can be large; an effect the other way counts as inactive or inconclusive.

SMILES	CCT chaperon mod	PI5P4K alpha inh	EPAC2 ag	EPAC1 agonist	PLK1 PBD block	WRN inhibitor	IL-2 act	EPAC1 antagonist
Cc1cc(C(=O)N/N=C/c2cccc([N+](=O)[O-])c2)c(C)o1	-1.7	-4	-7%	0%	-2%	-1%	-2.5	12%
COc1ccc(/C=N/NC(=S)Nc2ccccc2)cc1COc1cccc(C)c1C	-1.9	-3	1%	4%	-18%	10%	0.5	8%
Cc1c(C2Nc3ccccc3C(=O)N2O)cnn1C (centres undefined)	-0.5	-1	3%	9%	-14%	-1%	-0.6	2%
CCOC(=O)c1cn(Cc2ccc(C)cc2)nn1	2.4	18	-4%	0%	-6%	1%	0.4	0%
CCO[C@@H]1OC(C(=O)NC2CC2)=C[C@H](C2CC2)[C@H]1CCCO	-2.7	-12	12%	-11%	-5%	0%	0.0	-4%
O=C(c1ccc(C(F)(F)F)cc1)C1CCCN(C(=O)CCN2CCCO2)C1 (centres undefined)	-2.1	0	1%	-4%	-12%	0%	-1.8	-1%
O=C(O)C1CCCCC1C(=O)Nc1cc(Cl)ccc1Cl (centres undefined)	-2.7	-2	-5%	0%	-2%	1%	-0.8	-8%
COc1cc2c(cc1OC)CN(C(=S)Nc1ccc(OC(F)F)cc1)CC2	-0.9	-8	9%	-16%	-3%	-6%	-0.6	-5%
COc1ccccc1-n1c(-c2ccc(Cl)cc2)c[nH]c1=S	-4.8	-7	1%	-11%	-4%	-1%	-1.4	2%
COc1cccc(CNC(=O)c2ccc(S(=O)(=O)N3CCCCC3)cc2)c1	-0.2	6	7%	15%	-13%	7%	1.4	0%
O=[N+]([O-])c1cccc(-c2cc3ccccc3[nH]2)c1	1.3	-1	14%	4%	3%	7%	-0.3	15%
CC(=O)N1c2ccc(F)c(F)c2C[C@H]1C	-4.0	2	4%	14%	?	1%	3.3	5%
CNC(=O)Nc1ccccc1C(=O)Nc1ccccc1	1.9	1	14%	5%	-7%	13%	0.2	-20%
C/C(=N\NC(=O)c1csc2ccccc12)c1ccc(O)cc1	-1.4	-8	9%	8%	-7%	-29%	-0.4	-16%
O=C(Nc1ccccc1)C1=C[C@@H](C2CC2)C[C@@H](OCc2ccc(CO)cc2)O1	-3.8	4	17%	-2%	-16%	4%	0.1	-2%
CC(=O)Nc1ccc(NC(=O)C(Cc2ccccc2)NC(=O)C2CCC(C)CC2)cc1 (centres undefined)	-1.0	0	4%	-10%	-1%	2%	0.8	-20%
CCOC(=O)[C@H]1Nc2ccc(Cl)cc2[C@@H]2[C@H]1C1CC(c3ccccc31)N2C(=O)OCc1ccccc1 (some centres undefined)	-0.2	20	11%	11%	-11%	-5%	-0.4	0%
C(=N\c1nccs1)/c1c[nH]c2ccccc12	1.7	-10	5%	11%	-23%	-6%	-0.6	-1%
COc1ccc(OCc2cccc(C(=O)Nn3cc([N+](=O)[O-])cn3)c2)cc1	-0.4	-1	1%	1%	-3%	1%	-3.4	0%
CC(C)(C)c1[nH]nc2c1C(c1cccnc1)C(C#N)=C(N)O2 (centres undefined)	6.8	.	3%	1%	-6%	-20%	0.4	0%
Cc1cc(Cl)ccc1C(=O)C1CCCN(C(=O)c2cnsn2)C1 (centres undefined)	0.7	-3	6%	3%	3%	-1%	-1.9	-7%
CCCCC(=O)Nc1nn(C)c2nc3c(C)cccc3cc12	-2.5	0	-1%	5%	1%	3%	-1.5	10%
Cc1ccccc1Cn1nc(C)c(NC(=O)/C=C/c2cnn(C)c2C)c1C	0.9	-6	2%	3%	-6%	-35%[57.1 µM]	-1.9	3%
c1ccc2nc3[nH]cnc3nc2c1	-1.4	.	5%	-3%	-1%	2%	-2.2	13%

3 entries from above, field by field.
Compound: CC(C)(C)c1[nH]nc2c1C(c1cccnc1)C(C#N)=C(N)O2 (centres undefined)
  CCT chaperon mod = 6.8
  PI5P4K alpha inh = .
  EPAC2 ag = 3%
  EPAC1 agonist = 1%
  PLK1 PBD block = -6%
  WRN inhibitor = -20%
  IL-2 act = 0.4
  EPAC1 antagonist = 0%
Compound: c1ccc2nc3[nH]cnc3nc2c1
  CCT chaperon mod = -1.4
  PI5P4K alpha inh = .
  EPAC2 ag = 5%
  EPAC1 agonist = -3%
  PLK1 PBD block = -1%
  WRN inhibitor = 2%
  IL-2 act = -2.2
  EPAC1 antagonist = 13%
Compound: CC(=O)Nc1ccc(NC(=O)C(Cc2ccccc2)NC(=O)C2CCC(C)CC2)cc1 (centres undefined)
  CCT chaperon mod = -1.0
  PI5P4K alpha inh = 0
  EPAC2 ag = 4%
  EPAC1 agonist = -10%
  PLK1 PBD block = -1%
  WRN inhibitor = 2%
  IL-2 act = 0.8
  EPAC1 antagonist = -20%

Further records:
SMILES	CCT chaperon mod	PI5P4K alpha inh	EPAC2 ag	EPAC1 agonist	PLK1 PBD block	WRN inhibitor	IL-2 act	EPAC1 antagonist
CCOC(=O)N1CCN(C(=O)COC(=O)CSc2cc(C)c(Br)cc2C)CC1	-1.9	7	15%	-3%	-3%	-1%	-4.5	2%
COC(=O)C1C(=O)c2c([nH]c(C(=O)OC3CCCC3C)c2C)CC1C (centres undefined)	-1.5	-5	1%	-15%	-4%	0%	-2.6	-9%
CC(=O)Nc1cc(C(N)=O)c(Cl)cc1Cl	-1.9	1	2%	10%	0%	6%	0.6	16%
COC(=O)C1=C(C(=O)OC)[C@@H]2N(C)c3ccc(OC)cc3[C@@]23C[C@@H](C(=O)OC)N(C(=O)NCCBr)C3=N1	-1.2	1	11%	7%	-9%	-2%	2.5	-4%
CCOc1ccc(N2C(=O)/C(=C\c3ccc(O)c(OC)c3)S(=O)(=O)C2c2cccc([N+](=O)[O-])c2)cc1 (centres undefined)	-1.1	-14	-15%	2%	-28%	-3%	0.1	-11%
C[C@H](CO)N1C[C@H](C)[C@@H](CN(C)S(=O)(=O)c2cn(C)cn2)OCc2cnnn2CCCC1=O	-0.8	1	0%	-1%	-5%	-2%	0.1	4%
Cc1cccc(Nc2c3c(nc4ncnn24)CCC3)c1	0.9	-2	10%	-9%	-13%	6%	0.1	7%
O=C(Cc1ccc(Cl)cc1)NCC(=O)N1CCCCCC1	0.3	0	1%	0%	-4%	6%	-0.7	-11%
C=CCn1c(SCC(=O)Nc2cccnc2Cl)nnc1-c1ccc(C(C)(C)C)cc1	-3.1	17	-5%	-5%	3%	-13%	0.4	-4%
CCN1C(=O)CSc2ccc(C(=O)NCc3ccccc3OC)cc21	-0.1	.	9%	0%	-2%	-1%	-0.7	0%
CCCCNC(=O)C(=O)Nc1cc2c3c(c1)CCC(=O)N3CCC2	1.8	8	15%	12%	1%	-14%	0.2	-32%
O=C(CCCCCN1C(=O)c2cccc3cccc(c23)C1=O)NCCCO	-5.5	-7	-3%	4%	-10%	-35%	0.3	-4%
O=C(NC(=S)Nc1ccccc1C(=O)O)c1ccc2ccccc2c1	-2.3	-24	7%	10%	?	-4%	-0.3	-13%
COCCn1c(SCC(=O)Nc2cccc(S(N)(=O)=O)c2)nc2ccccc21	-3.9	-1	4%	14%	-2%	-2%	0.2	-10%
CCCCNC(=O)C1CCN(S(=O)(=O)c2ccc3c(c2)CC(C)N3C(=O)C2CC2)CC1 (centres undefined)	-0.8	6	-6%	-11%	9%	4%	-3.2	12%
Cc1ccccc1OCCNc1ccc(C(F)(F)F)cc1[N+](=O)[O-]	-53*	-2	5%	-7%	-3%	-5%	-2.8	-15%
OCC[C@@H]1C[C@@H](O)[C@H](O)[C@]2(OCc3ccccc32)O1	0.1	-4	4%	1%	-8%	7%	5.2	-1%
O=c1c2ccccc2nnn1CSc1nnc(C2COc3ccccc3O2)n1-c1ccccc1 (centres undefined)	0.8	-5	11%	1%	-4%	-2%	1.1	4%
COc1ccc(C(C)C)cc1S(=O)(=O)Nc1ccc(Cl)cn1	1.6	-1	-8%	-3%	0%	7%	-0.3	17%
COc1ccccc1NC(=O)C/C(N)=N/O	0.7	-1	-5%	4%	1%	6%[57.1 µM]	-0.9	7%
CC(=O)Nc1c(NCC(C)C)c2ccccc2oc1=O	-2.3	0	-1%	9%	-6%	4%	-1.4	6%
COc1ccc(C2CC(c3ccccc3OC(C)=O)=NN2C(=O)/C=C/c2ccccc2)cc1 (centres undefined)	0.9	3	15%	2%	2%	-4%	-2.1	-12%
COc1ccccc1OC(=O)Nc1ccc(Cl)cc1	-2.6	-6	18%	7%	?	0%	-3.7	10%
COc1ccc(-c2c(C)nn3c(N4CCOCC4)cc(C)nc23)cc1OC	-1.6	3	5%	5%	0%	0%	-2.7	7%
Cc1nnn(C23CC4CC(CC(C(=O)NN)(C4)C2)C3)n1	0.1	-25	4%	-5%	6%	1%	-0.4	-11%
Cc1nn(CC(=O)NCCN2CCOCC2)c(=O)c2ccccc12	-1.7	-2	-13%	1%	0%	2%	0.5	5%
CCOC(=O)N1CCC(NC(=O)c2cc(C(=O)NC3CCCC3)ccc2CO)CC1	1.2	1	4%	-2%	-8%	-3%	-1.3	2%
CCOc1ccc(CN2CCN(C3CCC3)CC2CCO)cc1 (centres undefined)	-1.8	-1	4%	2%	-21%	-3%	-2.2	34%[activator]
CC1Cc2ccccc2N1CC(=O)NC(c1ccccc1)c1ccccc1 (centres undefined)	0.1	2	8%	-5%	0%	-7%	-5.5	1%
CC1=NN(C(N)=S)C(=O)C1N=Nc1c(Cl)cc([N+](=O)[O-])cc1Cl (centres undefined)	0.7	-57*	1%	-11%	?	-19%	-3.5	-8%
COc1ccc(CCn2nc(C)c([N+](=O)[O-])c2C)cc1	-0.5	2	8%	-1%	0%	0%	-0.3	-14%
CCC(C)(C)NC(=O)CN(C(=O)CNS(=O)(=O)c1ccccc1)c1ccccc1	-1.0	0	2%	-17%	-6%	-19%	-1.7	?
CC1(C)C(=O)C=CC(=O)C(C)(C)C(=O)C=CC(=O)C(C)(C)C2=CC=C(O2)C(C)(C)C(=O)C=CC1=O	-4.0	-3	14%	-2%	6µM*	-7%	0.0	4%
COc1ccccc1NC(=O)CN1CCN(CC(=O)Nc2ccc(Cl)c(C(F)(F)F)c2)CC1	-1.3	40	-10%	-6%	-2%	-12%	-0.6	-17%
O=C(NCCOc1ccccc1F)c1ccccc1SCc1ccc(F)cc1	1.9	5	4%	7%	3%	-1%[57.1 µM]	-0.2	19%
Cn1ncc([N+](=O)[O-])c1C(=O)N1CCOCC1	-2.9	0	-3%	6%	-2%	-1%	-1.5	3%
COc1ccccc1C1NC(=O)NC(C)=C1C(=O)Nc1cccc(C)c1C (centres undefined)	-2.0	4	3%	-7%	4%	2%	-1.4	-3%
CCOc1ccccc1NC(=O)c1ccc2ccccc2c1	-0.3	23	4%	8%	2%	12%	-3.8	0%

From PubChem BioAssay

These rows are one share of the data; count on the stated rates, not on these rows.
